From PubChem
NSD2 HMT inh: blocks human histone methyltransferase NSD2; NSD2 peptide methylation, AlphaScreen, 120 min; inhibition, % at 12.5 µM; 0.54% of 310,000 active; in the data active = inhibition above about 50%
SR-BI uptake up: activators of SR-BI mediated HDL lipid uptake; CHO ldlA[mSR-BI] cells, DiI-HDL uptake fluorescence, 3 h; 100 = double the neutral-control signal; activation, % at 12.5 µM; 0.096% of 320,000 active; AID 504775;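 active = mean replicate activation of at least 60% and every replicate at or above 60%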;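 also: 0% = median plate neutral-control signal and 100% = twice that signal; values of inactives mirror those of a sister screen read the other way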
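Material: SR-BI-overexpressing, LDLR-lacking CHO cells; schedule: compound exposure 3 h, 37 °C; reagent: DiI-labelled HDL at 10 µg/mL final; technique: bottom-read fluorescence, 550/595 nm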
Keap1 Nrf2 FP: disrupts human Keap1 binding to Nrf2 peptide. AID 504523. Q14145. inhibition, % at 9.4 µM. 0.15% of 340,000 active. Keap1 Kelch-Nrf2 peptide fluorescence polarization, 1536-well; in the data active = inhibition above about 12%;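 also: human Keap1 Kelch domain with fluorescein labeled Nrf2 9mer peptide probe; 0% = neutral control wells and 100% = peptide positive control; higher means more block of Keap1 binding to Nrf2 peptide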
Target sequence (Q14145 whole entry, looked up, the tested form may be a part): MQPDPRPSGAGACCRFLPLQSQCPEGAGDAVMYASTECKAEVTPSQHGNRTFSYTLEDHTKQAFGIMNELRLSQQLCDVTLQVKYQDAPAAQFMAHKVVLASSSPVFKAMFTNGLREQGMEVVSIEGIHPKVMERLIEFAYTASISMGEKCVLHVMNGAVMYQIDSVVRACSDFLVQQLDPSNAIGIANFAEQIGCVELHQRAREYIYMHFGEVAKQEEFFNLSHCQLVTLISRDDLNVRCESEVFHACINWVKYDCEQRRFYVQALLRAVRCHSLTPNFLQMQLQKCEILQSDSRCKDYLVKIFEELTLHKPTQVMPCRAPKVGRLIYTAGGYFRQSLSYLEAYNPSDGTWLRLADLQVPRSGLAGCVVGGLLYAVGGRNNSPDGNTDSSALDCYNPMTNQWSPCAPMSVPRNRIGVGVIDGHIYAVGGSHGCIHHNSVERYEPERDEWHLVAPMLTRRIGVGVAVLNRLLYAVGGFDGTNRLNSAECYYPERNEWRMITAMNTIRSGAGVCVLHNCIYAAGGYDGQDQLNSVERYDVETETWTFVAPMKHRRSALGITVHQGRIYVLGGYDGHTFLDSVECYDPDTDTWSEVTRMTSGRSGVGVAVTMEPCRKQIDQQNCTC
PKA-R2B activ: PKA-R2B complex activation; PKA-R2B holoenzyme dissociation, Cy5-IP20 fluorescence polarization; R2B truncated from residue 108, S112A mutant; 0% DMSO only, 100% 113 µM cGMP; activation, % at 11.4 µM; 0.079% of 340,000 active; AID 504700;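 active = activation above a cutoff set at the mean over all compounds plus 3 SD, cut at about 18% in these data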;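 also: higher means more holoenzyme dissociation and a rise in polarization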
Target sequence (P31323 whole entry, looked up, other chains not shown, the tested form may be a part): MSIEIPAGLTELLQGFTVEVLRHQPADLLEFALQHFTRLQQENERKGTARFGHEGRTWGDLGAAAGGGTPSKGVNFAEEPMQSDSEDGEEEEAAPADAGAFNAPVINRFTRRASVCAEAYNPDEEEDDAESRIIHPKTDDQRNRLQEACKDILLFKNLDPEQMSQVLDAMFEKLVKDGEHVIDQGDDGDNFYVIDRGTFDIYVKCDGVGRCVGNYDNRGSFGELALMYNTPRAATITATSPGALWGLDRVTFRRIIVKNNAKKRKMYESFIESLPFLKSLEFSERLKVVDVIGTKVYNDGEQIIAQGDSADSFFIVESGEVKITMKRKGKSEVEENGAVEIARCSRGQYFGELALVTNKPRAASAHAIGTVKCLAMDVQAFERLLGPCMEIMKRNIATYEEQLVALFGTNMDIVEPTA
Cardiac RTF inh: cardiac RTF calcium desensitization; P19429+P45379; IANBD-labeled cardiac RTF, Ca2+ fluorescence; inhibition, % at 7.15 µM; 0.12% of 340,000 active;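 active = inhibition above the mean inhibition of all tested compounds plus 3 SD, cut at about 17% in these data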;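 also: assay run at fixed EC70 calcium of 1.6 mM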
Arr AP2 block: human beta-arrestin and AP2 interaction inhibition | inhibition, % at 10 µM | AID 504490 | FITC-arrestin peptide / GST-AP2 beads, flow cytometry; AP2 beta2 appendage carries R879A mutation | 0.31% of 340,000 active;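 active = inhibition above a set limit, near 3 SD of compounds lacking own fluorescence, cut at about 54% in these data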;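 also: plate controls were DMSO wells for no effect and 5 µM unlabelled arrestin peptide for full effect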
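Material – GST-tagged AP2 beta2-adaptin appendage (R879A) on 4 µm glutathione beads · Probe or stimulus – fluorescein-tagged arrestin peptide at 50 nM final · Timing – 12 min plus 1 h, RT · Detection – bead flow cytometry, FITC channel · Read-out basis – inhibition as reduced fluorescein signal on beads, percent · Medium – PBS plus Tween 20 (0.05%) and BSA (0.1%)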
C-LANA FP: blocks KSHV LANA C-terminal domain binding to DNA | MBP-C-LANA/FAM-LBS DNA binding, fluorescence polarization | inhibition, % at 9 µM | 0.078% of 340,000 active | AID 504423;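 active = highest replicate inhibition at or above 60% at 9 µM, even if other replicates fall short; inactive = all replicates below 60% inhibition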;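 also: 0% = neutral control wells and 100% = 4 µM acridine orange control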
DAGLB inh: blocks human DAGLB lipase activity | HEK293T DAGLB membrane lysate, EnzChek fluorogenic substrate | inhibition, % at 5.17 µM | 0.059% of 340,000 active; in the data active = inhibition above about 34%;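 also: 0% = enzyme with vehicle and 100% = wells lacking enzyme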
SR-BI HDL uptake: mouse SR-BI HDL lipid transfer inhibition; 0.96% of 320,000 active; AID 488896; Q61009; inhibition, % at 12.5 µM; ldlA[mSR-BI] CHO cells, DiI-HDL uptake fluorescence, 3 h;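 active = mean replicate inhibition of at least 70% and a set share of replicates each scoring 70 or more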;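 also: 0% = median of neutral control wells and 100% = median of positive control wells; values of inactives mirror those of a sister screen read the other way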
PvdQ acylase: blocks Pseudomonas aeruginosa PvdQ acylase activity; purified PvdQ acylase, fluorescence plate reader; 0.063% of 340,000 active; inhibition, % at 10 µM; in the data active = inhibition above about 30%, passing the limit was not always enough;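 also: 0% = vehicle neutral wells and 100% = reference inhibitor wells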
* = called active by the depositor; nt = not tested or not shown.

Start of the data: the first 2 records (preview)
item	structure	PvdQ acylase	PKA-R2B activ	C-LANA FP	Arr AP2 block	NSD2 HMT inh	DAGLB inh	Keap1 Nrf2 FP	SR-BI uptake up	SR-BI HDL uptake	Cardiac RTF inh
1	CCOC(=O)c1c(C)n(C)c2ccc(OCC(O)CN3CCN(C)CC3)cc12 (configuration not stated)	-13	10	-3.7	-8	nt	-1	-5	-46	46	-4
2	O=C(CN(C1CCCCC1)S(=O)(=O)c1ccc(Cl)cc1)NCc1cccnc1	-12	-1	-0.1	-4	0	2	3	-4	4	-9

This part in full, from the start:
item	structure	PvdQ acylase	PKA-R2B activ	C-LANA FP	Arr AP2 block	NSD2 HMT inh	DAGLB inh	Keap1 Nrf2 FP	SR-BI uptake up	SR-BI HDL uptake	Cardiac RTF inh
1	CCOC(=O)c1c(C)n(C)c2ccc(OCC(O)CN3CCN(C)CC3)cc12 (configuration not stated)	-13	10	-3.7	-8	nt	-1	-5	-46	46	-4
2	O=C(CN(C1CCCCC1)S(=O)(=O)c1ccc(Cl)cc1)NCc1cccnc1	-12	-1	-0.1	-4	0	2	3	-4	4	-9
3	CN1CCN(c2nc(-c3ccccc3O)nc3ccccc23)CC1	1	-4	-0.6	37	6	-3	-2	-30	30	0
4	COC(=O)Cn1ncn2cccc2c1=O	-14	9	0.9	-11	-1	-1	-5	nt	nt	13
5	COC(=O)c1ccccc1Sc1c(/C=N/OC(=O)c2ccccc2)c(C(F)(F)F)nn1C	7	-5	0.0	28	-2	-3	4	-15	15	-3
6	CCOc1ccc(C(=O)NNC(=O)CNC(=O)c2ccc(C)s2)cc1OC	-8	2	-0.9	6	0	2	-7	13	-13	-11
7	CCOc1ccc(NC(=O)CN2CCN(CC(=O)c3ccc(OCC)cc3)CC2)cc1	-12	0	-0.9	5	nt	-1	-9	-46	46	-6
8	O=C(O)c1ccc2c(c1)C1C=CCC1C(c1ccncc1)N2 (configuration not stated)	-9	6	2.5	0	20	-2	-6	3	-3	-4
9	CCc1ccc(NC(=O)C(=O)NCCN2CCN(C(=O)c3ccco3)CC2)cc1	-3	1	1.1	5	3	-1	1	-18	18	-6
10	CCN(C(=O)Cn1nc(C)c([N+](=O)[O-])c1C)c1c(N)n(Cc2ccccc2)c(=O)[nH]c1=O	3	0	0.3	5	-2	0	3	35	-35	-8
11	CC(C)(C)C(=O)Oc1ccc2cc(-c3ccc4ccccc4n3)c(=O)oc2c1	0	3	0.9	5	-6	-3	3	38	-38	-29
12	CC(=O)c1cccc(NS(=O)(=O)c2c(C)n[nH]c2C)c1	-5	-6	-1.8	-16	4	2	-4	-2	2	4
13	Cc1ccc(C2(CCNCc3ccco3)CCOC(C(C)C)C2)cc1 (configuration not stated)	-7	-7	-5.8	2	3	-4	-2	14	-14	-1
14	CSc1nnc2c3c4c(sc3c(=O)n(-c3ccccc3)n12)CC(C)(C)OC4	-19	0	-0.2	-7	1	-2	1	19	-19	-3
15	Cc1ccc(S(=O)(=O)Nc2ccccc2C=Nc2cccc(C)c2C)cc1	6	-6	0.1	21	-2	2	-4	35	-35	0
16	COc1cc(S(=O)(=O)NC2CC(C)(C)NC(C)(C)C2)c(OC)cc1Cl	-5	-2	1.2	-2	0	0	4	28	-28	2
17	Cc1ccccc1NC(=O)COC(=O)C1(C)CC1(Cl)Cl (configuration not stated)	4	7	-0.4	7	nt	-2	-7	18	-18	-13
18	Cn1c(N)c(C(=O)COC(=O)c2cc(S(=O)(=O)NCc3ccccc3)ccc2O)c(=O)n(C)c1=O	-12	3	1.4	-6	1	3	3	-10	10	-4
19	N#CCC(=O)Nc1ccc(C(=O)OCC(=O)NNC(=O)c2ccc(Cl)cc2)cc1	-8	-5	0.3	4	-1	1	-6	-19	19	6
20	CCn1c(SCc2nc3ccccc3c(=O)[nH]2)nc2ccccc21	4	-14	1.7	0	-5	-3	0	-17	17	1
21	Cc1ccc(C(=O)N2CCN(c3ncnc4c(C)csc34)CC2)cc1	-4	9	1.3	14	-5	-6	-3	5	-5	-2
22	O=C(NCCCN1CCOCC1)c1ccc2c(=O)n(-c3ccc(F)c(Cl)c3)c(=S)[nH]c2c1	-2	-6	1.6	18	3	-2	3	-3	3	-15
23	COc1ccc(-n2c(=O)cc(N3CCN(Cc4ccccc4)CC3)[nH]c2=O)cc1	1	1	0.7	1	nt	-1	-4	11	-11	-7
24	Cc1cccc(NC(=O)CSCC(=O)Nc2cc(Cl)ccc2N2CCN(C)CC2)c1	-21	3	-0.1	-17	2	1	-7	1	-1	4
25	CC(C)NS(=O)(=O)c1ccc(NC(=O)C(C)OC(=O)CCC2CCCC2)cc1 (configuration not stated)	-18	-8	-2.3	-10	0	-4	-3	-9	9	-8
26	C[C@H](CO)N1C[C@H](C)[C@@H](CN(C)C(=O)Nc2ccc(C(F)(F)F)cc2)Oc2c(NC(=O)Cc3ccccc3)cccc2C1=O	-2	-4	1.5	22	nt	-1	2	-65	65	0
27	Cc1ccc(OCC(=O)Nc2ccc(NC(=O)c3ccco3)cc2)c(C)c1	-8	1	-1.6	-8	0	0	3	nt	nt	-1
28	COc1ccc(OC)c(C2=NO[C@@H]3C(=O)N(c4cc(Cl)ccc4OC)C(=O)[C@H]23)c1	-2	-4	-1.8	25	nt	0	2	11	-11	5
29	C=CCN(C(=O)CCc1ccccc1OC)c1nc(-c2ccc(S(C)(=O)=O)cc2)cs1	-7	7	-0.5	-2	-2	-4	-2	-38	38	0
30	CC(=O)c1cccc(NC(=O)C(C)OC(=O)c2cc(C)oc2C)c1 (configuration not stated)	-11	3	-0.6	-4	1	1	-5	-11	11	-1
31	N#Cc1ccccc1Cn1c(=O)n(CCC(=O)NCc2ccco2)c(=O)c2ccccc21	0	5	2.2	28	5	0	-5	-9	9	-11
32	COc1ccc(OCc2nc(C#N)c(N3CCN(c4ccc(OC)cc4)CC3)o2)cc1	-19	-4	0.2	-2	nt	-11	1	-11	11	-14
33	COC(=O)c1cn(C)c2ccc(S(=O)(=O)N3CCOCC3)cc2c1=O	-15	-1	1.7	5	-5	0	-5	12	-12	-5
34	CCC(C)(C)c1ccc(Oc2cccc(C(=O)O)c2)cc1	-9	3	-1.2	1	0	8	-2	7	-7	-1
35	O=[N+]([O-])c1ccc(Cl)cc1Sc1ccccn1	10	-2	2.0	35	2	-2	2	2	-2	-4
36	CC1CCc2c(sc(/N=C/c3ccco3)c2C(N)=O)C1 (configuration not stated)	3	-7	0.2	31	-2	-3	-4	7	-7	-1
37	CCOc1cc(/C=N/NC(=O)COc2ccccc2C)ccc1OC(=O)c1cccs1	8	7	1.0	13	7	6	-1	-23	23	7
38	CC(=O)Nc1ccc(NC(=O)CCCc2c[nH]c3ccccc23)cc1	-3	-1	1.1	11	-2	1	2	-1	1	-1
39	CCOc1ccc(Nc2nc3ccccc3c(=O)s2)cc1	-13	-7	1.4	4	3	-1	-3	5	-5	3
40	CC1CN(C(=O)COc2ccc3c(-c4ccccc4)cc(=O)oc3c2)CC(C)O1 (configuration not stated)	-2	1	0.4	-17	1	1	-1	-1	1	8
41	Cc1ccc(SCCNC(=S)Nc2ccccc2)cc1	-7	-8	-1.0	20	21	-2	2	11	-11	-4
42	COc1ccccc1N(CC(=O)N/N=C/c1ccc(SC)cc1)S(C)(=O)=O	-6	5	-2.3	-1	1	2	-1	2	-2	-3
43	O=C(CCCOc1ccccc1)Nc1cccc([N+](=O)[O-])c1	1	1	-0.7	9	0	-3	1	-15	15	-8
44	CCN(c1ccccc1)S(=O)(=O)c1ccc(OCC(F)(F)F)c(NC(=O)c2ccc(=O)[nH]c2)c1	-8	7	-0.8	-13	2	-1	4	-3	3	-7
45	Cc1cc(C(N)=O)c2cc(Br)ccc2n1	1	0	0.2	1	4	-4	-2	11	-11	1
46	O=c1[nH]cc(CN2CCOCC2)c(=O)[nH]1	-5	4	-0.5	6	-13	0	0	20	-20	5
47	Oc1c(Br)cc(Br)cc1C=Nc1ccc2[nH]ncc2c1	2	-16	-1.3	41	6	9	-2	nt	nt	-2
48	COc1ccccc1NC(=S)NNC(=S)Nc1ccc(OC(F)F)cc1	-9	-15	4.9	-2	2	0	4	-39	39	11
49	CCOC(=O)CSc1nc2ccsc2c(=O)[nH]1	-7	3	-0.3	3	-4	-1	-1	18	-18	0
50	CCOC(=O)CNC(=O)c1cn(CC(C)C)c(=O)c2cc(OC)c(OC)cc12	5	0	-0.6	-6	6	0	-8	-13	13	-12
51	C/C(CC(=O)Nc1ccc(N(C)C)cc1)=N\NC(=O)c1ccncc1	-19	-9	0.4	15	4	-1	-2	-5	5	-10
52	O=C(NCCNC(=O)c1cc(F)cc(F)c1)c1cc(F)cc(F)c1	-10	-7	-1.7	-2	0	-2	-2	7	-7	0
53	Cc1nc2cc(-c3cccc(F)c3)nn2c(C)c1CCC(=O)NC(C)c1ccc2c(c1)OCCO2 (configuration not stated)	-1	-18	0.3	-1	nt	-1	1	-56	56	1
54	CC1(C)C(=O)Nc2ccccc2N1C(=O)COC(=O)c1cc(S(=O)(=O)N2CCOCC2)ccc1F	-15	-16	1.0	-2	0	1	-3	-19	19	-5
55	COC(=O)c1sc(NC(=O)CSc2nnnn2-c2ccc(C)cc2C)nc1C	3	-4	0.8	4	-2	-3	-1	2	-2	-10
56	CCN(c1ccccc1)S(=O)(=O)c1ccc(Cl)c(NC(=O)CN(C)C2CCN(C)CC2)c1	-9	3	0.1	-12	42	3	-5	nt	nt	-11

(listing goes on)
item	structure	PvdQ acylase	PKA-R2B activ	C-LANA FP	Arr AP2 block	NSD2 HMT inh	DAGLB inh	Keap1 Nrf2 FP	SR-BI uptake up	SR-BI HDL uptake	Cardiac RTF inh
57	COc1cc(F)ccc1CN1CCC(n2nccc2NC(=O)C2CCOC2)CC1 (configuration not stated)	-15	-4	1.2	-1	-2	0	0	11	-11	-11
58	Cc1cccc(NC(=O)CSc2nnc(Cn3nnc(-c4ccccc4)n3)n2-c2ccccc2)c1	-10	-8	1.8	-10	-2	0	5	-30	30	-4
59	CCOC(=O)N1CCN(C(=O)c2cnn3c(C(F)(F)F)cc(-c4cccs4)nc23)CC1	1	3	-0.3	17	0	2	-1	nt	nt	-9
60	COC(=O)C1=C(C)NC2=C(C(=O)CC(C)(C)C2)C1c1ccsc1 (configuration not stated)	2	7	1.1	20	-1	0	-1	6	-6	2
61	COc1ccccc1-c1c(C)oc2c(CN3CCN(C)CC3)c(O)ccc2c1=O	-12	4	0.2	13	1	0	-4	14	-14	-3
62	c1ccc2c(c1)CC/C2=N/Nc1nc2ccccc2[nH]1	-10	0	0.2	0	1	2	-1	-8	8	-4
63	COc1ccc(Cc2nc3ccc(C(=O)NC(C)Cc4ncccc4C)cc3o2)cc1OC (configuration not stated)	-17	-3	0.7	-24	6	-2	-2	-21	21	-6
64	CCN(c1ccc(C)cc1C)S(=O)(=O)c1nnc(NC(=O)C(C)(C)C)s1	-2	-7	-0.6	-3	1	0	-6	-9	9	-2
65	O=C1C(O)=C(O)C(=O)c2ccccc21	23	-15	1.6	2	nt	-20	-21	-8	8	-6
66	COC(=O)c1c[nH]c(=O)c2ccccc12	-5	5	-0.5	0	-3	2	-2	12	-12	-2
